Compound activity from PubChem BioAssay.
Lipid droplet = hepatic lipid droplet formation modulation. actives 0.4% (n = 240,000). inhibition, % at 6.5 µM. AML12 mouse hepatocytes, oleate lipid droplets, BODIPY imaging. AID 1656;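 active = lipid droplet intensity inhibited by at least 50%, with more than 500 cells counted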
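Material – AML12 mouse liver cells · Also added – oleate loading, 100 µM · Compound dosing – 6.5 µM single-point dosing · Times – overnight treatment with compound plus oleate · Measured by – fluorescence imaging, 20x objective, two fields per well · Read-out – percent inhibition of filter-corrected integrated lipid droplet intensity per well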
CSM14.1 death rescue = rescue of cells from ER stress-induced death, primary screen, 384-well, CSM14.1, thapsigargin, ATP luminescence (AID 1222); CSM14.1 thapsigargin-induced death rescue, ATP luminescence; higher % means a stronger effect; cellular ATP content (survival), % at 20 µM, or EC50 in µM where a hit was titrated; 190,000 tested, under 10 active;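 active = EC50 below 50 µM in the dose-response confirmation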;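 note: death triggered by thapsigargin at about 15 µM added after 2 h compound pretreatment; cell ATP read after overnight thapsigargin exposure of roughly 18 to 22 hours; normalized against plate controls of thapsigargin alone and 5% DMSO vehicle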
MT stabilizer = stabilizes microtubules in HeLa cells; HeLa tubulin immunostaining HCS, 24 h; share of cells brighter than vehicle mean+2SD; % tubulin-high responders, % at 10 µM; actives 0.83% (n = 200,000); AID 2205;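 active = plate Z-score above 3 for both tubulin-high and condensed-nucleus cell shares, with cell loss under 80%, at 10 µM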;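 note: anti alpha tubulin signal scored within the nucleus-defined area of each cell; some results filed as inactive read as strong as hits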
Autophagy HCS = alters autophagy in cells; actives 0.98% (n = 190,000); MEF GFP-LC3 puncta imaging; test concentration mostly 10 µM; calls only at 10 µM (by protocol);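 active = percentage of spot-positive cells more than 3 SD above its plate mean, without a fluorescence outlier flag or 80% toxicity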;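 note: spot-positive cell cutoff set from DMSO-treated cells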
Dynein cargo inh = dynein cargo transport inhibition; actives 0.47% (n = 220,000); AID 1381; z-score, hits read low; 3617.4 mouse cells, GR-EGFP nuclear translocation imaging; test concentration mostly 20 µM; stimulated with dexamethasone, 1 µM; hits give low values;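 active = plate z-score of nuclear minus cytoplasmic receptor signal below a set negative limit, without overly bright fluorescence or cell loss, cut at about -3.5 in these data, passing the limit was not always enough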;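 note: z-score of nuclear minus cytoplasmic ring GR-EGFP intensity difference per well; some compounds called inactive have numbers as strong as hits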
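Also added: dexamethasone, 1.0 µM final. Medium: tet-free, stripped-serum medium. Detection: fixed, Hoechst-stained cells imaged at 10x for EGFP. Read-out: nuclear-to-cytoplasmic GR-EGFP distribution per well. Times: induction 48 h, compound 1 h, agonist 30 min.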
M17LAP inhibition = P. falciparum M17LAP inhibitors, primary screen, biochemical, fluorogenic H-Leu-NHMec substrate, 1536-well (AID 1619); recombinant M17LAP, H-Leu-NHMec fluorogenic kinetic assay; higher % means a stronger effect; inhibition, % at 30 µM; hits with a dose series show IC50 in µM; actives 0.38% (n = 220,000);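 active = compound inhibiting the enzyme by more than half at any dose during confirmatory dose-response retesting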;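 note: plate controls were full reaction with DMSO carrier for no effect and no enzyme background for full effect; strong numbers were not always called active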
Insulin prom up = MIN6 insulin promoter up-regulation | actives 0.3% (n = 190,000) | z-score at 5 µM | MIN6 insulin promoter-GFP reporter, high-content imaging; hits give high values | AID 1625;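 active = z-score above 3 at 5 µM with at least 500 cells counted in the well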
Yfh1-depleted yeast = mitochondrial function rescue without frataxin homolog – Friedreich's ataxia, plus single-dose screen, dose response (AID 1465); S. cerevisiae Yfh1-off respiration, WST-1 reduction, 72 h; higher fold induction means a stronger effect; fold induction at 50 µM; hits with a dose series show EC50 in µM; actives 0.074% (n = 220,000);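 active = fold induction of absorbance versus untreated yeast above a set limit, then at least 30% activation at any dose in follow-up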;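 note: activators that raise dye reduction in frataxin-depleted yeast; strong numbers were not always called active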
P. falciparum M1AAP = P. falciparum M1AAP inhibitors, biochemical, fluorogenic H-Leu-NHMec substrate, 1536-well (AID 1445); recombinant M1AAP, H-Leu-NHMec fluorogenic kinetic assay; higher % means a stronger effect; inhibition, % at 30 µM; hits with a dose series show IC50 in µM; actives 0.42% (n = 220,000);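 active = primary inhibition above the hit cutoff, then over 50% inhibition at one or more dose response concentrations, cut at about 23% in these data, passing the limit was not always enough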;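 note: plate controls were DMSO full reaction for no effect and no enzyme background for full effect; strong numbers were not always called active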
Dynein cargo inh cytoplasmic EGFP = further read-out of Dynein cargo inh, marked with its call; z-score; measured here: cytoplasmic GR-EGFP intensity; hits give high values
Dynein cargo inh nuclear GR-EGFP = recorded beside Dynein cargo inh, whose call it bears; z-score; measured here: nuclear GR-EGFP intensity;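 lower value marks the stronger effect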
Dynein cargo inh cell count = recorded beside Dynein cargo inh, whose call it bears; z-score; measured here: cell count per field
Insulin prom up cell count = further read-out of Insulin prom up, marked with its call; cell count; measured here: cytotoxicity, nuclei count;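 total cells summed across four imaged fields per well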
Lipid droplet cells 6.5 µM = also measured in Lipid droplet; calls as there; cell count; measured here: cell count, cytotoxicity flag;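 cells counted across two imaged fields per well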
MT stabilizer Hoechst-high % = further read-out of MT stabilizer, marked with its call; % Hoechst-high responders; measured here: nuclear condensation Hoechst responders;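 share of cells brighter than vehicle mean plus two SD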
MT stabilizer cytotoxicity % = also measured in MT stabilizer; calls as there; toxicity, %; measured here: cytotoxicity by cell density;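 0% = mean cell density of plate MIN control wells and 100% = no cells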
Autophagy HCS cell loss 18 h = second read-out of Autophagy HCS, no call of its own (marks repeat the call); toxicity, %; measured here: cell loss, nuclei count;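 cell loss after 18 h compound exposure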
Starred values were filed as active, the others as inactive; i = inactive; / = not tested or not shown.

SMILES	Lipid droplet	Lipid droplet cells 6.5 µM	CSM14.1 death rescue	MT stabilizer	MT stabilizer Hoechst-high %	MT stabilizer cytotoxicity %	Autophagy HCS	Autophagy HCS cell loss 18 h	Dynein cargo inh	Dynein cargo inh cytoplasmic EGFP	Dynein cargo inh nuclear GR-EGFP	Dynein cargo inh cell count	M17LAP inhibition	Insulin prom up	Insulin prom up cell count	Yfh1-depleted yeast	P. falciparum M1AAP
CCOc1cc(/C=C2\N=C3CCCCCN3C2=O)ccc1O	8	688	-0.2%	5.3	2.1	6.0	i	-1	1.8	-0.2	1.1	-1.3	21%	0.24	1307	i	14%
COc1ccc(C(=O)n2c(-c3ccco3)nc3ccccc32)cc1	/	/	-1.0%	24*	15*	74*	i	38	-0.92	-0.3	-0.17	1	-3%	0.61	1327	i	-11%
CSc1nc2nccc(-c3ccc(Cl)cc3)n2n1	5	719	3.9%	0.6	0.9	9.1	i	-14	1.9	0.29	1.2	-1	7%	0.02	1281	i	-3%
CCSc1cc(N2CCCC2)nc(-c2cccc(C)c2)n1	-6	656	10%	1.7	1.8	4.5	i	1	0.62	-0.24	-0.037	-0.48	-12%	0.43	1208	i	-5%
Cc1ccc(C2CC(c3cccc(Br)c3)n3nc(N)nc3N2)cc1 (centres undefined)	-21	599	/	7.3	3.5	5.5	i	-15	-0.71	-0.16	-0.037	0.55	-7%	0.35	1916	i	13%
Cc1cc(C(F)(F)F)n(-c2nc(C(=O)NNS(=O)(=O)c3ccccc3)cs2)n1	5	755	1.1%	1.8	2.1	6.7	i	-1	-0.69	0.066	-0.094	0.067	-4%	-1.3	885	i	-3%
O=C(Cn1cnc2ccccc2c1=O)Nc1ccccc1N1CCOCC1	-6	701	-1.1%	5.0	2.5	8.5	i	11	0.57	-0.33	0.55	-0.019	-1%	0.08	1202	i	-1%
Cc1n[nH]c(=S)n1/N=C/c1ccc(Br)o1	/	/	-0.3%	1.7	1.7	2.9	i	5	-0.16	-0.21	0.46	0.29	-5%	0.43	1524	i	9%
O=C(/C=C/c1ccccc1[N+](=O)[O-])NCCN1C(=O)S/C(=C\c2ccc(F)cc2)C1=O	-4	567	0.1%	1.6	3.1	2.5	i	3	0.75	-0.13	0.12	-0.27	2%	/	/	i	6%
CC(O)C(=O)N/N=C/c1ccccc1C(=O)O (centres undefined)	16	740	1.9%	3.3	1.8	5.7	i	3	-1.2	0.49	-0.24	1.1	/	0.11	1551	i	/
CNC(=O)c1ccc(-c2nc(-c3ccccc3)cs2)cc1	-26	507	-0.3%	3.2	1.5	21	i	8	0.19	-0.32	0.71	0.08	2%	-0.02	1607	i	-4%
O=C(Cc1nn[nH]n1)NCc1ccccc1Cl	14	805	-0.5%	1.7	2.1	5.8	i	12	1.5	-0.21	1.3	-1.1	33%	1.1	1228	i	2%
COc1ccc2nc(C)c(C(N)=O)cc2c1	15	718	2.1%	2.4	3.1	6.6	i	-2	-0.83	-0.34	-0.096	1.2	/	0.13	1409	i	/
CSCC[C@H](NC(=O)NCc1ccc(F)cc1)C(=O)O	/	/	2.3%	5.8	3.3	8.5	i	5	-0.37	-0.22	0.089	0.13	18%	0.44	1342	i	-4%
C=CCN(c1ccccc1)S(=O)(=O)c1ccc(Cl)c(C(=O)OCC(=O)c2[nH]c(C)c(C(C)=O)c2C)c1	-1	615	-5.7%	3.2	4.3	0.8	i	7	0.69	-0.2	-0.11	0.093	12%	0.24	1228	i	0%

As entered above:
COc1ccc2nc(C)c(C(N)=O)cc2c1 in Lipid droplet = 15
O=C(Cc1nn[nH]n1)NCc1ccccc1Cl in Lipid droplet = 14

Continuation:
SMILES	Lipid droplet	Lipid droplet cells 6.5 µM	CSM14.1 death rescue	MT stabilizer	MT stabilizer Hoechst-high %	MT stabilizer cytotoxicity %	Autophagy HCS	Autophagy HCS cell loss 18 h	Dynein cargo inh	Dynein cargo inh cytoplasmic EGFP	Dynein cargo inh nuclear GR-EGFP	Dynein cargo inh cell count	M17LAP inhibition	Insulin prom up	Insulin prom up cell count	Yfh1-depleted yeast	P. falciparum M1AAP
COc1ccc(-n2c(COc3ccc4ccccc4c3)nnc2SCC(=O)NCc2ccco2)cc1	-2	657	-0.3%	1.3	2.3	8.8	i	4	-0.46	-0.095	-0.34	0.47	8%	0.45	732	i	4%
C=CCN(c1ccccc1)S(=O)(=O)c1cccc2cccnc12	0	738	/	/	/	/	/	/	-0.0088	-0.27	-0.055	0.37	11%	0.47	1088	i	11%
COc1ccc(-c2cn3c4c(sc3n2)CCCC4)cc1	-1	756	-3.2%	0.6	1.0	5.7	i	-5	-0.54	-0.073	0.026	-0.082	-3%	0.62	685	i	10%
COc1ccc(-n2c(SCC(=O)NCC3CCCO3)nc3ccccc32)cc1 (centres undefined)	-3	745	-0.5%	1.5	1.4	6.3	i	26	0.21	-0.12	0.18	0.24	-11%	0.13	948	i	9%
Cc1c(C#N)c(N=CN(C)C)c(C(=O)c2ccccc2)n1-c1ccc(Br)cc1	11	779	-0.6%	2.6	2.4	6.6	i	-5	-0.6	-0.18	-0.13	0.56	9%	/	/	i	9%
CSc1nc(O)c(C(c2cccc([N+](=O)[O-])c2)c2c(O)nc(SC)[nH]c2=O)c(=O)[nH]1	-6	686	1.0%	1.4	1.4	4.3	i	-12	-1.2	-0.15	-0.67	1	2%	/	/	i	11%
CCOC(=O)C1CCN(Cc2ccc(F)cc2)CC1	0	756	-2.6%	4.0	2.3	3.7	i	-5	0.85	-0.19	0.34	0.28	16%	/	/	i	-2%
Cc1cc(S(=O)(=O)N2CCCC2)ccc1OCC(=O)NC1CCCC1	-1	710	0.8%	1.5	1.8	1.1	i	29	-0.0094	-0.27	0.16	0.23	1%	-0.67	1496	i	0%
CSc1nsc(SC)c1C(=O)NCCNS(=O)(=O)c1ccc(C)cc1	-18	662	-2.0%	1.7	0.0	28	i	-1	1.2	-0.15	1.2	-2.3	3%	0.24	1278	i	4%
COc1cccc(NC(=S)N/N=C2\CC3CCC2(C)C3(C)C)c1 (centres undefined)	-10	656	/	1.5	3.9	7.2	i	-11	2	-0.23	1.7	-2.6	-10%	1.9	1041	i	-9%
CCN(C(=O)COC(=O)c1cccnc1SC)C1CCS(=O)(=O)C1 (centres undefined)	12	782	-0.1%	5.2	2.9	10	i	-8	-0.51	-0.17	0.0024	-0.051	11%	-0.11	1228	i	10%
COC(=O)c1ccc(S(=O)(=O)N2CCCN(Cc3ccc(F)cc3)CC2)n1C	-8	679	/	/	/	/	/	/	-0.97	-0.24	0.15	0.0033	1%	-0.55	997	i	-1%
O=C(N/N=C/c1cccs1)c1cnccn1	-15	662	-1.0%	1.7	2.2	7.4	i	16	0.25	-0.24	0.11	0.19	13%	0.17	1330	i	6%
CC(C)CNS(=O)(=O)c1ccc(CCC(=O)N2CCN(c3ccccc3)CC2)cc1	-12	681	1.1%	4.4	1.4	2.9	i	25	1.5	-0.26	0.61	-0.57	-2%	-0.33	1525	i	0%
N#Cc1c(F)cccc1NCc1cccs1	31	700	/	/	/	/	/	/	-0.42	-0.23	-0.22	0.084	10%	-0.56	1497	i	0%
Cc1nn(-c2cccc(Cl)c2)c2nc(-c3ccncc3)cc(C(=O)N3CCOCC3)c12	7	671	-0.8%	1.8	2.6	5.4	i	15	-1	-0.13	-0.73	-0.78	-3%	0.39	1136	i	8%
O=C(Cn1c(CN2CCCCC2)nc2ccccc2c1=O)Nc1ccccc1	-9	769	-0.6%	2.2	2.3	7.5	i	13	-0.87	-0.18	-0.28	0.56	20%	0.02	1192	i	3%
CCOc1ccc(C(=O)/C=C/c2cn(CN3CCN(C)CC3)c3ccccc23)cc1	/	/	0.1%	2.1	2.2	4.6	i	-3	-0.033	0.78	-0.26	-0.37	-5%	/	/	i	14%
COC(=O)c1ccc(NC(=O)C23CC4CC(C2)CC(n2cnc(Cl)n2)(C4)C3)cc1	-4	694	-1.2%	2.4	1.9	7.8	i	13	0.22	-0.24	0.0058	1.2	-2%	-0.08	892	i	3%
CCCCC(CC)CNC(=O)C(=O)C1C(=O)Nc2ccccc21 (centres undefined)	5	642	-1.4%	5.8	1.7	7.6	i	2	-0.33	-0.15	-0.16	0.59	-5%	0.01	1059	i	-17%
COc1ccc(C(=O)Nc2nc3nc(-c4ccccc4)cc(=O)n3[nH]2)cc1	5	708	2.2%	1.4	1.4	5.4	i	34	-0.66	-0.19	-0.34	1.4	21%	0.42	1898	i	11%
COc1ccccc1N1CCN(C2CCN(C3CCC(c4ccccc4)CC3)CC2)CC1 (centres undefined)	-6	691	0.0%	4.5	1.7	1.4	i	22	1.2	0.21	0.78	-0.48	1%	/	/	i	-6%
CC(=Nc1ccccc1)Nc1ccccc1	-6	753	-4.0%	2.8	1.1	1.5	i	-12	-0.042	-0.27	0.56	0.03	1%	0.12	1247	i	7%
CCC(=O)c1cc2c(cc1NC(=O)c1ccc(C)cc1)OCCO2	-2	677	-0.7%	3.0	0.9	5.9	i	3	0.04	-0.15	0.035	0.57	3%	/	/	i	0%
COc1ccc2oc(C(=O)OCc3c(C)noc3C)c(C)c2c1	4	634	-0.6%	4.3	1.4	14	i	13	-1.1	-0.25	-0.56	0.77	5%	0.07	1532	i	3%
CCC1C(=O)N=C(SCC(=O)Nc2cccc3ccccc23)NC1=O (centres undefined)	0	695	/	2.9	0.8	4.2	i	-2	-0.15	-0.25	0.23	1.1	37%	-0.48	1246	i	12%
